Apaf1 inhib: inhibitors of human Apaf-1 apoptosome. AID 489030. reconstituted apoptosome caspase-3 activity, DEVD-Rh110 fluorescence. hit rate 0.71% among 330,000. inhibition, % at 20 µM. O14727; active = inhibition of at least 40% at 20 µM;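 also: plate controls were DMSO wells for no effect and DEVD-CHO caspase inhibitor wells for full effect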
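Material: reconstituted apoptosome with Apaf-1, cytochrome c, caspase-9, procaspase-3, dATP; medium: pH 7.5 Hepes buffer with CHAPS, BSA, DTT; also added: cytochrome c and DEVD-Rh110 substrate; timing: 30 min plus 50 min, RT; signal: Rh110 fluorescence intensity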
hIAP activ: increases human intestinal alkaline phosphatase activity. activation factor at 10 µM. P09923. purified human IAP, CDP-Star luminescence, 30 min; hits give high values; 1 = vehicle-only enzyme, 0 = enzyme-free background. hit rate 0.16% among 330,000;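 active = activation factor of the enzyme at least 2-fold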; also: the source names both 10 and 20 µM as test concentration; values of inactives mirror those of a sister screen read the other way
Target sequence (P09923 whole entry, looked up): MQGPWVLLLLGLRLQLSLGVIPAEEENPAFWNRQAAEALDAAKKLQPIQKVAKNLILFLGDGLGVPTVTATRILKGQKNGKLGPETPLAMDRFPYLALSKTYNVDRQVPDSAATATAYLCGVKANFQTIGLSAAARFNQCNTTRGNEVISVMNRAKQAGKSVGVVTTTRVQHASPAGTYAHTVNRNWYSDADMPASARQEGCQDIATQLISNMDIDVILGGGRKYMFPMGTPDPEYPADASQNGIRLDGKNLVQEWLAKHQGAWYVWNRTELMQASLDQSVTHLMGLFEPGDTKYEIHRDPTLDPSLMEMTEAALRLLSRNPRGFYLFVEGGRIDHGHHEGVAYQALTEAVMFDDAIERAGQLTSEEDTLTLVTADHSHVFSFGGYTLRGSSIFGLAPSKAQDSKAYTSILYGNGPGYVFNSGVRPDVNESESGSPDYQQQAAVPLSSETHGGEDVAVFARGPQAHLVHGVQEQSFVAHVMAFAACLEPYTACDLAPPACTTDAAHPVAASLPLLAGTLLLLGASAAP
ATG4B inhibitor: blocks human ATG4B protease cleavage of LC3 substrate; Q9Y4P1; ATG4B cleavage of LC3-PLA2, NBD-HPC fluorescence, 1 h; inhibition, % at 8.33 µM; hit rate 0.51% among 340,000; AID 504462; in the data active = inhibition above about 40%
Target sequence (Q9Y4P1 whole entry, looked up): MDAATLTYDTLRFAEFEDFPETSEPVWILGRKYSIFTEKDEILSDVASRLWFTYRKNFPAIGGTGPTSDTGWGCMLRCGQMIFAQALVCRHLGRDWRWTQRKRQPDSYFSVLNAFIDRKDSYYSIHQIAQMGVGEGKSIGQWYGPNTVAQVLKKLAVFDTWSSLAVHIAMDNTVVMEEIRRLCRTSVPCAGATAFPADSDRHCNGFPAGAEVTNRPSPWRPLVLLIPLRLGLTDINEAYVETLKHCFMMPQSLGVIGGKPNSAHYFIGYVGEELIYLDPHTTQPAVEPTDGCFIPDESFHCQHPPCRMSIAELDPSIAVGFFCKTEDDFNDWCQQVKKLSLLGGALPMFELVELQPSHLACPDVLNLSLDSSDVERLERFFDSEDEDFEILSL
mIAP activ: mouse IAP activation. AID 2805. activation factor at 10 µM. hit rate 0.24% among 330,000. muIAP, CDP-Star luminescence, 30 min; hits give high values; 1 = vehicle-only enzyme signal, 0 = enzyme-free wells;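 active = activation factor of at least 2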; also: the source names both 10 and 20 µM as test concentration; values of inactives mirror those of a sister screen read the other way
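also added = chemiluminescent substrate CDP-Star | test system = mouse IAP enzyme | signal = chemiluminescence readout | compound = DMSO-dissolved test compounds | incubation = 30 min at room temperature | benchmarks = DMSO wells, no-enzyme wells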
mIAP inh: blocks mouse intestinal alkaline phosphatase. purified mouse IAP, CDP-Star luminescence, 30 min. hit rate 0.2% among 330,000. inhibition, % at 10 µM;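 active = inhibition of at least 40% at 10 µM in the primary screen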;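 also: plate controls were DMSO with enzyme for no effect and no enzyme wells for full effect; values of inactives mirror those of a sister screen read the other way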
TIM10 inh: growth inhibitors of TIM10 yeast strain; inhibition, % at 10 µM; hit rate 1.4% among 330,000; S. cerevisiae TIM10 strain growth, BacTiter-Glo luminescence, 24 h;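 active = inhibition of 40% or more at the single tested concentration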;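 also: wild-type TIM10 isogenic control strain grown at permissive 25 °C; 0% = DMSO yeast wells and 100% = minimal medium wells without yeast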
hIAP block: blocks human intestinal alkaline phosphatase; P09923; AID 2544; inhibition, % at 10 µM; purified IAP, CDP-Star luminescence, 30 min; hit rate 0.12% among 330,000;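 active = inhibition reaching a set limit with compound at 10 µM in the primary screen, cut at about 35% in these data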;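 also: plate controls were DMSO wells with enzyme for no effect and no-enzyme buffer wells for full effect; values of inactives mirror those of a sister screen read the other way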
tim10-1 inh: tim10-1 yeast growth inhibition | S. cerevisiae tim10-1 ts strain growth, BacTiter-Glo, 24 h | inhibition, % at 20 µM | hit rate 2.2% among 330,000 | AID 463190;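 active = inhibition of at least 40%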;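 also: mutant grown at 25 °C; 0% = DMSO wells with yeast and 100% = wells holding no yeast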
NALP3 yeast inh: inhibitors of NALP3 inflammasome in yeast | Yeast reconstituted NLRP3/ASC/caspase-1, beta-gal luminescence, 24 h | inhibition, % at 10 µM | hit rate 0.39% among 330,000;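 active = inhibition of 50% or more; inactive = inhibition below 50%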;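 also: plate controls were induced DMSO wells for no effect and uninduced yeast grown without galactose for full effect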
Starred values were filed as active, the others as inactive.

SMILES | Apaf1 inhib | hIAP activ | ATG4B inhibitor | mIAP activ | mIAP inh | TIM10 inh | hIAP block | tim10-1 inh | NALP3 yeast inh
C=CCOc1c(Br)cc(CNn2nnnc2N)cc1OCC | 8 | 0.97 | 1 | 1 | -2 | -12 | 3 | -19 | 14
COc1ccc(OCc2nc(N)nc(Nc3cccc(C)c3C)n2)cc1 | 5 | 0.95 | 0 | 1.1 | -12 | -3 | 5 | -6 | 0
NC(=O)C1CCN(C2OC(=O)c3ccccc32)CC1 (centres undefined) | -9 | 1.1 | 8 | 1 | 0 | -1 | -12 | -4 | -6
COc1ccc(C2C(C(=O)c3ccco3)=C(O)C(=O)N2CCN2CCOCC2)c(OC)c1 (centres undefined) | 13 | 1.1 | -5 | 1 | -2 | -19 | -8 | -7 | 1
CCC(=O)NC(=S)Nc1cccc(Cl)c1N1CCCCC1 | 16 | 0.83 | 42* | 0.93 | 7 | 47* | 17 | 37 | -59
c1ccc2nc(-c3ccc(N4CCOCC4)cc3)ccc2c1 | 1 | 1 | -7 | 1 | -5 | 8 | -1 | 32 | 40
Cc1cccc(C)c1NC(=O)CNC(=O)c1cn(-c2ccccc2)nc1-c1ccccc1 | 16 | 1.1 | -7 | 1.2 | -24 | -6 | -8 | -3 | -1
COc1ccc(C)cc1NC(=O)CO/N=C(\N)CC(=O)NC1CCCCC1 | 12 | 1.1 | -1 | 1.1 | -9 | 4 | -8 | -3 | 16
O=C(COCc1cc(-c2ccc3c(c2)OCO3)on1)Nc1cccnc1Cl | -3 | 0.92 | 0 | 0.94 | 6 | -13 | 8 | 20 | 23
CC(=O)C1=C(C)N(Cc2ccccc2)C(=O)N[C@H]1c1cccc(C(F)(F)F)c1 | 4 | 0.94 | -10 | 0.64 | 36 | -1 | 6 | 8 | 3
CN(C(=O)c1ccc(NC(=O)Cc2ccc(NC(=O)C3CCCN(C(=O)c4ccccc4)C3)cc2)cc1)C1CC1 (centres undefined) | 10 | 1.1 | -3 | 1.1 | -12 | 5 | -6 | 11 | 8
CCCCn1c(N)c(N(CCOC)C(=O)c2cc(-c3ccncc3)nc3ccccc23)c(=O)[nH]c1=O | -34 | 1 | 1 | 1 | -4 | 1 | -3 | -8 | -1
CCCSCCCNC(=O)c1ccccc1NC(=O)C1=CSCCO1 | 10 | 1.1 | -2 | 0.99 | 1 | 12 | -7 | 38 | 11
CCOP(=O)(OCC)C(Nc1cccc([N+](=O)[O-])c1)c1ccc(N(C)C)cc1 (centres undefined) | 16 | 1 | -1 | 0.95 | 4 | 2 | -2 | 21 | 21
O=C(c1ccc2c(c1)OCO2)N1CCc2ccccc2C1 | -27 | 0.89 | 1 | 0.97 | 3 | -9 | 11 | -2 | 22
COC(=O)c1c(C)[nH]c(C(C)=O)c1C | -7 | 0.9 | 0 | 1.1 | -6 | -20 | 10 | -3 | 25
CCCCc1nc2cc(C(=O)N3CCCCC3COC)ccc2o1 (centres undefined) | 7 | 1.1 | -3 | 0.96 | 4 | 12 | -8 | 19 | 9
COc1ccc(C(=O)c2coc3ccc(O)c(CN4CCOCC4)c23)cc1 | 0 | 0.97 | -1 | 0.96 | 4 | -7 | 3 | 6 | 29
COc1ccc(NC(=S)N(CCN2CCOCC2)Cc2cc3cc4c(cc3[nH]c2=O)OCCO4)cc1 | -1 | 0.96 | 0 | 0.93 | 8 | -5 | 4 | 0 | 13
CCN1C(=O)[C@H]2[C@@H](c3ccc(C)cc3)N3C(=O)N(c4cccc(F)c4)C(=O)[C@@]3(CC)[C@H]2C1=O | 4 | 1.1 | 3 | 0.98 | 2 | 14 | -14 | 13 | -7

Only hIAP block, for 3 of the compounds above:
| mol | hIAP block |
| --- | --- |
| CC(=O)C1=C(C)N(Cc2ccccc2)C(=O)N[C@H]1c1cccc(C(F)(F)F)c1 | 6 |
| COc1ccc(C2C(C(=O)c3ccco3)=C(O)C(=O)N2CCN2CCOCC2)c(OC)c1 (centres undefined) | -8 |
| c1ccc2nc(-c3ccc(N4CCOCC4)cc3)ccc2c1 | -1 |

Next part.
SMILES | Apaf1 inhib | hIAP activ | ATG4B inhibitor | mIAP activ | mIAP inh | TIM10 inh | hIAP block | tim10-1 inh | NALP3 yeast inh
CCOc1ccc(Cc2nc(-c3nonc3N)no2)cc1OCC | -4 | 0.97 | -1 | 0.93 | 8 | 7 | 3 | 10 | 8
CCOC(=O)c1cc(C(=O)NC(C)c2ccccc2)c(=O)[nH]c1C (centres undefined) | 11 | 0.98 | 3 | 0.97 | 3 | 3 | 2 | 9 | 8
CCCCCCOC(=O)Sc1nc2ccccc2o1 | 16 | 0.87 | 16 | 1 | -2 | 77* | 13 | -19 | 22
COc1ccc(-c2csc(N3CCN(S(=O)(=O)c4ccc5c(c4)NC(=O)CO5)CC3)n2)cc1 | 3 | 1.2 | -12 | 1 | -2 | -48 | -24 | 34 | 17
CCOC(=O)N1CCC(NC(=O)C2CCN(S(=O)(=O)N3CCC(C)CC3)CC2)CC1 | -11 | 1.1 | -13 | 0.92 | 8 | 14 | -6 | 2 | 9
Cc1ccc(OCC(=O)NNC(=O)c2cccnc2)cc1C | 12 | 1.2 | -4 | 0.92 | 8 | -6 | -18 | 11 | 6
CCc1nccn1S(=O)(=O)c1ccc(C)c(C)c1 | -5 | 1.2 | 11 | 1 | -2 | -3 | -20 | -19 | 2
O=c1oc(-c2ccccc2NS(=O)(=O)c2ccc(Cl)cc2)nc2ccccc12 | 3 | 0.99 | 6 | 0.93 | 7 | 59* | 1 | 40 | -5
COc1ccccc1NC(=O)C1CC(=O)OC1c1ccccc1 (centres undefined) | -11 | 1.2 | -3 | 0.94 | 6 | -11 | -16 | 4 | 14
CN(CC(=O)NCCc1ccc(Cl)cc1)S(=O)(=O)c1ccc2c(c1)c(=O)n(C)c(=O)n2C | 5 | 1.1 | -11 | 0.84 | 16 | 9 | -10 | 0 | -4
Cc1ccc(NC(=O)CSc2ncc3ccccn23)cc1 | 2 | 1.1 | 6 | 0.73 | 27 | 18 | -10 | -1 | 1
CCCCCCOc1ccc(C(=O)NCCCn2ccnc2)cc1 | 0 | 1.4 | -2 | 1.2 | -17 | 7 | -37 | 0 | 30
CCOc1cc(/C=C/C(=O)c2ccc3c(c2)OCCO3)ccc1OCC(=O)N(C)C | 12 | 0.93 | -6 | 0.94 | 6 | 21 | 8 | 17 | 13
CC(C)CC1C(C#N)=C(N)SC(N)=C1C#N | 15 | 1 | -4 | 1.1 | -14 | 1 | -4 | 6 | 9
COc1cc2c(cc1OC)CN(C1CCC(C)CC1)CC2 (centres undefined) | 3 | 0.9 | 1 | 1.1 | -10 | -9 | 10 | -11 | 33
O=C(CNS(=O)(=O)c1c(Cl)cccc1Cl)OCC(=O)c1ccc[nH]1 | -23 | 0.94 | -2 | 0.95 | 5 | 3 | 6 | 10 | 3
CN(CCC#N)S(=O)(=O)c1ccc2c(c1)c(=O)n(C)c(=O)n2C | -2 | 0.88 | -10 | 1 | 0 | 6 | 12 | 11 | 4
COc1cc(/C=C(\C#N)C(=O)NCC2CCCO2)ccc1OC(C)C (centres undefined) | -10 | 1.2 | 0 | 1 | -2 | 11 | -17 | 31 | 4
COc1ccc(S(=O)(=O)N2CCc3ccccc32)cc1[N+](=O)[O-] | 5 | 1 | -8 | 1 | 0 | 22 | -4 | 4 | 16
COc1cc([N+](=O)[O-])ccc1NC(=O)CCCOc1ccccc1 | 3 | 0.93 | -14 | 0.94 | 6 | 13 | 7 | 21 | 17
CNC(=O)COC(=O)c1nc(-n2nc(C)cc2C)ccc1Cl | -23 | 1.6 | 4 | 0.91 | 10 | 4 | -64 | 8 | -14
CCc1nc(SCc2ccccc2)n[nH]1 | -14 | 1.1 | -5 | 1 | -3 | -11 | -11 | 1 | 23
O=C(Cc1ccccc1)c1c[nH]c(C(=O)NCc2ccncc2)c1 | -1 | 1.3 | 0 | 1.1 | -7 | -3 | -26 | 2 | 12
COc1cc(Cl)c(C)cc1NC(=O)CSc1nnc(CN2CCCC2)o1 | 0 | 1.2 | -4 | 1 | -5 | 7 | -22 | 2 | 9
CCc1nc(SCc2ccc(Br)cc2)n[nH]1 | 3 | 1.3 | 2 | 0.93 | 7 | 12 | -27 | 1 | 11
COc1ccc(/C=N/N2C(=O)C3C4C=CC(CC4)C3C2=O)c(OC)c1 (centres undefined) | -3 | 0.9 | -11 | 0.94 | 6 | -7 | 10 | 7 | 12
COC(=O)NNC(=O)COc1cc(C)ccc1C | -4 | 0.99 | -1 | 0.95 | 5 | 6 | 1 | 8 | 15
CCOc1ccc(N(C)S(=O)(=O)c2cc(-c3cc(C)no3)ccc2OC)cc1 | 18 | 1.1 | -15 | 0.94 | 6 | 4 | -6 | 38 | 26
O=C(c1ccncc1)N1CCN(CCc2ccccc2)CC1 | -2 | 0.77 | 5 | 1 | 0 | 0 | 23 | 17 | 13
O=C(Cc1ccc(-n2c(=S)[nH]c3ccccc3c2=O)cc1)N1CCC(N2CCCCC2)CC1 | -3 | 1 | -4 | 0.99 | 1 | -2 | 0 | 11 | 9
O=C(CSc1nc2ccccc2o1)NCCOc1ccccc1 | -12 | 0.79 | 0 | 1 | -1 | 6 | 22 | 18 | 32
Cc1ccc(N=c2sc(C)c(C)n2C)cc1 | 8 | 1 | 5 | 0.86 | 14 | -2 | 0 | 10 | 11
COc1ccc(CCNC(=O)CCCCCN2C(=O)c3ccccc3C2=O)cc1OC | 2 | 0.98 | -8 | 0.95 | 5 | 3 | 2 | 14 | 11
O=C(NCCS(=O)(=O)N1CCN(Cc2ccccc2)CC1)c1ccccc1 | 0 | 1.1 | -1 | 0.99 | 1 | 2 | -7 | 8 | 12
C=CCSc1nnc(NC(=O)CCNC(=O)c2ccco2)s1 | 0 | 0.9 | -3 | 0.94 | 6 | -17 | 10 | -6 | -14
CCOC(=O)c1ccccc1N1C(=O)C2Sc3[nH]c(=O)sc3C(/C=C/c3ccccc3)C2C1=O (centres undefined) | 34 | 0.91 | 3 | 0.86 | 14 | 15 | 9 | 41* | -2
CCOc1ccc(NCCC(=O)c2ccc3c(c2)OCO3)cc1 | 4 | 0.99 | 6 | 1.1 | -6 | -22 | 1 | -11 | 39
CC(C)N(Cc1ccccc1)C(=O)CCc1ccccc1 | 1 | 1.2 | -5 | 1 | 0 | 8 | -15 | 19 | -31
COc1ccc(NC(=O)c2cc(S(=O)(=O)N3CCCC3)ccc2OC)cc1 | 11 | 1.1 | -10 | 1 | -4 | 13 | -7 | 13 | -5
O=c1[nH]c2ccccc2cc1CN(c1ccccc1)S(=O)(=O)c1ccccc1 | 7 | 0.99 | -2 | 0.95 | 5 | 16 | 1 | 14 | 9
O=C(NCCCN1CCOCC1)NC12CC3CC(CC(C3)C1)C2 | 2 | 1 | 0 | 1 | 0 | -8 | -2 | 0 | -8
COC(=O)c1c(NC(=O)COC(=O)c2ccc(O)cc2)sc2c1CCCCC2 | 6 | 1.1 | -2 | 0.9 | 10 | 6 | -13 | 10 | 4
CCc1ccc(N(CC(=O)NC2CCCCC2)C(=O)CCC(=O)Nc2ccccn2)cc1 | 10 | 0.97 | 0 | 0.94 | 6 | 12 | 3 | -28 | 12
O=C(c1ccc(NC(=S)NCc2ccco2)cc1)N1CCOCC1 | -8 | 0.98 | -2 | 0.99 | 1 | -6 | 2 | -7 | 10

Bioassay records as filed in PubChem.
